# Assay outcomes as filed in PubChem BioAssay.
# 15-hLO-2 inh: qHTS Assay for Inhibitors of 15-hLO-2 (15-human lipoxygenase 2) | AID 881, 2007 | 0.56% of 110,000 active | purified 15hLO-2, xylenol orange hydroperoxide absorbance | Potency, µM (titrated, usually from 57.1 µM), inactives show at the highest dose activity change, negative = inhibition, actives largely listed as inhibitors | Polyunsaturated fatty acid lipoxygenase ALOX15B (Homo sapiens), O15296; further: potency means the concentration at half of the fitted maximal effect; nearly all actives have a fitted effect of over 60% in size; many of its hits are not listed in these tables
# Target sequence (O15296 whole entry, looked up): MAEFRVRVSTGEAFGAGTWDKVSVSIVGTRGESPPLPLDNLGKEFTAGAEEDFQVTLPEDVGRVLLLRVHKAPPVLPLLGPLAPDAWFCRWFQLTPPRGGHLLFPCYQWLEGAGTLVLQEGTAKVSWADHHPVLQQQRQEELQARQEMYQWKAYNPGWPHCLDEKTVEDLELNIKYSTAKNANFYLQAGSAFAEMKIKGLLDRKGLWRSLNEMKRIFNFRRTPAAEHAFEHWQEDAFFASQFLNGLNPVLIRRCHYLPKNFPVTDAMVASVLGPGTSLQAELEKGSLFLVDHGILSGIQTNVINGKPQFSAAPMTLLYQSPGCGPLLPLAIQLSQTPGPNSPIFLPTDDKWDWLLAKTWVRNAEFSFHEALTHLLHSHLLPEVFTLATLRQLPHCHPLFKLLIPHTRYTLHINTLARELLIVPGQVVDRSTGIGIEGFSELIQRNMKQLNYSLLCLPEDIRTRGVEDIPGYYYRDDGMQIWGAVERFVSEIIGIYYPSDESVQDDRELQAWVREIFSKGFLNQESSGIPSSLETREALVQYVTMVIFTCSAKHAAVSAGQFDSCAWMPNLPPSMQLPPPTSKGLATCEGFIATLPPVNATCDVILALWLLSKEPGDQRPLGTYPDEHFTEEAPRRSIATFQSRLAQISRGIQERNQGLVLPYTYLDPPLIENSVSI
#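 Screening format was qHTS against 50 nM purified 15hLO-2 in Hepes pH 7.5 with detergent. Activity follows hydroperoxide formation from 45 uM arachidonic acid, measured as 573:405 nm absorbance ratio of the ferric-xylenol orange complex.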
# PNC assembly inh: High Content Assay for Compounds that inhibit the Assembly of the Perinucleolar Compartment; PC3M PTB-GFP, PNC prevalence imaging, 16 h; stronger effect = lower value; activity change (PNC), negative = inhibition, % at 10 µM; 3.1% of 140,000 active; AID 2417, 2010;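 active means readout at or below -70, meaning at least 70% loss of cells showing the perinucleolar compartment, a nuclear body marking cancer cells; inconclusive means readout between -30 and a set limit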;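 further: plate controls were DMSO wells for no effect and camptothecin positive control wells for full effect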
#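 Read-out is percentage of cells bearing a perinucleolar compartment, from automated 20x imaging of fixed, Hoechst-stained PC3M PTB-GFP cells. Cells were seeded 4 h, then exposed 16 h to compound (23 nl of library stock) in duplicate plates.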
# ALOX12 inhib: qHTS Assay for Inhibitors of 12-hLO (12-human lipoxygenase). Potency, µM (doses to about 57.1 µM), for the others: at the highest dose activity change, negative = inhibition, usual class: inhibitors. purified 12-hLO, xylenol orange hydroperoxide absorbance. Polyunsaturated fatty acid lipoxygenase ALOX12 (Homo sapiens), P18054. 0.12% of 150,000 active. AID 1452, 2008; further: potency means the concentration at half of the fitted maximal effect; nearly all actives have a fitted effect of over 55% in size; many of its hits are not listed in these tables
#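 Lipoxygenase turnover measured by absorbance at 573 and 405 nm after Fe-XO development. Human 12hLO 150 nM, arachidonate 40 uM, pH 7.0 Hepes buffer with detergent; 15 min compound preincubation, 30 min reaction.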
# IMPase inh: qHTS Assay for Identifying the Cell-Membrane Permeable IMPase Inhibitors; Inositol monophosphatase 1 (Rattus norvegicus), P97697; CHO-M1 cells, IP1 accumulation, HTRF TR-FRET ratio; inhibition (IP1 accumulation), % at 46.1 µM; 120,000 tested, under 10 active; active means well fitted curve in the direction sought with a large enough effect in the signal ratio, not every such curve was filed as active; inconclusive means small, poorly fitted or top-dose-only effect, or a change in a side signal; inactive means no such curve, though single readings can be large or run the other way; the % refers to the signal ratio;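 further: cells stimulated with carbachol in lithium chloride buffer; plate controls were DMSO basal wells for no effect and reference inhibitor wells for full effect; higher means more IMPase inhibition seen as more IP1 and lower FRET ratio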
# Target sequence (P97697 whole entry, looked up): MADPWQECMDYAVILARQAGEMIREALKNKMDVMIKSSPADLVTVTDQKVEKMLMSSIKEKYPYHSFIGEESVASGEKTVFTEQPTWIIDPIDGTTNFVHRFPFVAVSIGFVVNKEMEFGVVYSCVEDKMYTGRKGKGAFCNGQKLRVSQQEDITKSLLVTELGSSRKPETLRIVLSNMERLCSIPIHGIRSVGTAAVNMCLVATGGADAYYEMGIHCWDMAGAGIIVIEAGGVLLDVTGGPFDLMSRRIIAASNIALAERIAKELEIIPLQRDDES
#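 Elevated IP1 in lysates lowers TR-FRET signal (665/620 ratio and 620 channel reported). Cells were CHO-M1, given carbachol (50 uM as added) plus 50mM LiCl, pH 7.4, 30 min, 37C; compounds titrated up to 46 uM; AC50 by Hill equation.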
# * hit, by the source's call; ? = inconclusive; . = no result given; & = joins results of further samples; [ ] = another dose, or the depositor's remark. Unless noted, the call rests on the fitted dose curve; in most records, active means well fitted curve in the direction sought with a large enough effect; inconclusive means small, poorly fitted or top-dose-only effect, or another doubt; inactive means no such curve, though single readings can be large; an effect the other way counts as inactive or inconclusive. Unless noted, on the % scale 0 is the no-effect control and ±100 the full control effect.
# Under each structure – ALOX12 inhib | PNC assembly inh | 15-hLO-2 inh | IMPase inh
- Cc1cccc(N2CCN(C(=O)CN3CCOc4ccccc43)CC2C)c1 (stereo unspecified)
 : -16% | 6 | -1% | 11
- Cc1cc(NC(=O)c2ccc(C)s2)n(-c2ccccc2)n1
 : -2% | ? | 0% | -2
- CC(C)CNS(=O)(=O)c1ccc(OCC(=O)Nc2ccc3c(c2)OCCO3)cc1
 : -1% | -13 | . | .
- O=C(CSc1ncn[nH]1)NC12CC3CC(CC(C3)C1)C2
 : -8% | 32 | 2% | -1
- C=CCn1c(SCc2cccc(C#N)c2)nnc1-c1ccccc1O
 : 3% | ? | -6% | 0
- CCC(=O)Nc1cccc(C(=O)/C=C/c2cc(Br)ccc2OC)c1
 : -2% | 51 | -7% | ?
- O=C(NCc1cccc(Cl)c1)c1cccc(C(F)(F)F)c1
 : -7% | ? | 8% | 3
- CCn1c(N2CCN(C(=O)Nc3ccc(F)cc3)CC2)nc2ccccc21
 : 2% | 69 | ? | 6
- CC1=CC(C)(C)n2c(O)c(N=N)c3cc(C)cc1c32
 : 1% | -5 | . | .
- Cc1occc1C(=O)Nc1nnc(C2CCCCC2)s1
 : -6% | -4 | -21% | 2
- O=C(CNC(=O)c1cccs1)NCC(=O)OCc1cccc(Cl)c1
 : 0% | 2 | -3% | 0
- Cc1c(C(=O)N(C)C)sc2nc(-c3ccccn3)[nH]c(=O)c12
 : 9% | 8 | 21% | -9
- CC1CC(C)CN(c2ccc(C(=O)OCC(=O)NC3CCCc4ccccc43)cc2[N+](=O)[O-])C1 (stereo unspecified)
 : -4% | -22 | 7% | 5
- O=C(COc1ccc(CO)cc1)Nc1ccc(F)cc1
 : -5% | 33 | 1% | 1
- COc1ccc(C2C(=O)N(CCc3ccccc3)CC(=O)N2C2CCCCC2)cc1 (stereo unspecified)
 : -4% | 31 | 1% | 3
- Cc1cc(C(=O)CSc2nnnn2C)c(C)n1-c1cccc(F)c1
 : -9% | 43 | 9% | 6
- CN(C)S(=O)(=O)c1cccc(NC(=O)COC(=O)CCc2nc3ccccc3s2)c1
 : 2% | ? | -2% | -5
- N#CCSc1nnc(-c2ccccc2)c(-c2ccccc2)n1
 : -5% | ? | -1% | -7
- COCCNC(=O)/C(C#N)=C/C(C)=C/c1ccccc1
 : -2% | -10 | . | .
- c1ccc(Oc2cc(-c3ccccc3)ncn2)cc1
 : 2% | 68 | -7% | 4
- OCCN1CCN(CC(O)COc2ccc3c(c2)OCO3)CC1 (stereo unspecified)
 : -7% | ? | 6% | 0
- Cc1cccc(NC(=S)N(C)Cc2cn(C)c3ccccc23)c1
 : -4% | -24 | . | .
- COC(=O)c1cncc(O)c1
 : -12% | 12 | 5% | 0
- CCSc1ncc(Cl)c(C(=O)Nc2ccccc2)n1
 : -1% | -13 | . | 8
- CCCCc1c(C)c2ccc(OCC(C)=O)cc2oc1=O
 : -4% | 8 | -9% | 3
- Cc1cc(NC(=O)COC(=O)C(Nc2ccc(C(F)(F)F)cc2Cl)C(C)C)no1 (stereo unspecified)
 : -5% | 8 | 3% | 2
- Nc1c(Nc2ccccc2)c2ccccc2oc1=O
 : 6% | ? | -18% | -1
- O=S(=O)(c1ccccc1)N1CCC[C@@]2(CCN(c3ccncc3)C2)C1
 : -2% | . | 6% | .
- O=C1NC(Cc2c[nH]c3ccccc23)C(=O)N1c1ccc(F)cc1 (stereo unspecified)
 : -4% | 16 | 1% | -3
- Cc1ccc(C(=O)N2CCCC2)c(F)c1F
 : 7% | 22 | 6% | 3
- O=C(NCCCn1ccnc1)c1cc2c(s1)CCCCC2
 : -3% | -28 | 33%[activator] | 8
- COc1nc(C)nc2c1sc(=S)n2C
 : -9% | 2 | -6% | 2
- O=C(NCc1ccccc1)c1ccc(-c2ccccc2F)o1
 : -6% | 43 | -7% | 5
- COc1cccc(C(=O)OCC(=O)Nc2ccccc2N2CCOCC2)c1
 : -6% | -27 | 2% | 5
- CCN1CC2([N+](=O)[O-])CC=C(OC)C([N+](=O)[O-])(C1)C2 (stereo unspecified)
 : -3% | 2 | . | .
- Cc1cc2c3c(c1)C(C)(c1ccccc1)CC(C)(C)N3C(=O)C21C(C#N)=C(N)OC2=C1C(=O)CC(C)(C)C2 (stereo unspecified)
 : -9% | 13 | -10% | 0
- CN1C(=S)SC(/[N+]([O-])=C\c2cccs2)C1(C)C (stereo unspecified)
 : 4% | 7 | -1% | 6
- CCn1c(CN2CCN(c3cccc(C)c3C)CC2)n[nH]c1=S
 : -1% | 50 | . | .
- Cc1cc(=O)oc2cc(OCC(O)CN3CCN(c4ccccc4)CC3)ccc12 (stereo unspecified)
 : 0% | 24 | 16% | -3
- Cc1ccc(C(=O)Nc2c(-c3cccs3)nc3cc(C)ccn23)cc1
 : -9% | ? | -16%[11.4 µM] | -2[1.84 µM]
- CN(C)S(=O)(=O)c1ccc(Nc2nc(C3CC3)nc3c2nnn3Cc2ccccc2Cl)cc1
 : 3% | -13 | . | -9
- COC(=O)c1ccc(NC(=O)C(=O)N2CCN(C(=S)Nc3ccccc3OC)CC2)cc1
 : -1% | ? | . | .
- CC1CCN(c2c(NCC3CCC(C(=O)NCCc4ccccc4)CC3)c(=O)c2=O)CC1 (stereo unspecified)
 : 1% | ? | . | .
- Fc1cccc(-c2cc3nc4c(c(N5CCC6(CC5)OCCO6)n3n2)CCCC4)c1
 : 2% | ? | 29% | 8
- O=C(Nc1ccc2sc3ccccc3c(=O)c2c1)c1ccccc1Cl
 : 2% | 98 | 3% | 0
- COC(=O)c1ccc(CSc2ncn[nH]2)o1
 : -3% | 14 | 4% | 4
- O=C(Cc1ccccc1)NCC(=O)N1CCCCCC1
 : 1% | 57 | -10% | 4
- CC(=O)N1CCN(CCN=CC2=C(O)CC(c3ccco3)CC2=O)CC1 (stereo unspecified)
 : 1% | ? | 5% | 3
- O=C1/C(=C/c2ccc(O)cc2)CCc2ccc([N+](=O)[O-])cc21
 : -3% | ? | . | .
- CCn1c(COc2ccccc2C)nnc1SCC(=O)CC(=O)Nc1ccccc1OC
 : -13% | ? | 5% | 18
- COC(=O)CN(C)C1CC(=O)N(c2ccc(Cl)cc2)C1=O (stereo unspecified)
 : -6% | 14 | ? | -11
- FC(F)(F)c1cc(CN2CC3(CCNCC3)C2)cc(C(F)(F)F)c1
 : 5% | . | 68%[activator] | .
- Cc1ccc(C(=O)Oc2cccc(NC(=O)c3ccco3)c2)cc1S(=O)(=O)N1CCC(C)CC1
 : 2% | 19 | 4% | -3
- COc1ccc(CNC(=O)C2COc3ccccc3O2)cc1 (stereo unspecified)
 : 5% | -100* | . | -1
- CCNc1ncc2nc(-c3ccc(Cl)cc3)c(=O)n(-c3ccccc3)c2n1
 : 0% | . | -3% | .
- CN(c1ccc(C(=O)NCCSC(C)(C)C)cc1)S(C)(=O)=O
 : -2% | 25 | 1% | 5
- CCCCC(=O)N/N=C(\C)CC(=O)Nc1cc(Cl)ccc1OC
 : 0% | 42 | . | 5
- O=C(Cc1ccc(-n2cccc2)cc1)N1CCc2ccccc21
 : -3% | ? | 6% | -8
- CCC(C)NC(=O)CSc1nnc(-c2ccncc2)n1-c1ccc(OC)cc1 (stereo unspecified)
 : -4% | ? | -2% | -7
- CCOC(=O)c1cccc(NC(=O)CS(=O)(=O)Cc2nc(-c3cccc(OC)c3)oc2C)c1
 : -2% | -27 | 2%[2.29 µM] | 8

# (cont.)
# Under each structure – ALOX12 inhib | PNC assembly inh | 15-hLO-2 inh | IMPase inh
- Cc1noc(C)c1COc1ccc(C(=O)OCc2nnc(-c3ccc(Cl)cc3)o2)cc1
 : -14% | -84* | -3% | 12
- COc1cccc(NC(=O)N(CCCN2CCOCC2)C(C)c2cc3cccc(OC)c3o2)c1 (stereo unspecified)
 : 9% | -30 | 28% | 6
- CC(C)=CCc1c2c(c3occ(-c4ccc(O)cc4)c(=O)c3c1O)C=CC(C)(C)O2
 : -17% | . | 6% | .
- CN(Cc1ccccc1)C(=O)C1CCN(S(=O)(=O)c2cc([N+](=O)[O-])ccc2Cl)CC1
 : -6% | 27 | . | 6
- Cc1ccc(CC(=O)N2CCN(c3ccccn3)CC2)cc1
 : 5% | 32 | -5% | 5
- COc1cccc(C(=O)NNC(=O)c2ccccc2Br)c1
 : 1% | ? | 11% | -10
- CCNc1nc(NC(C)C)nc(N(C#N)CCOc2ccccc2)n1
 : 0% | 8 | 9% | -6
- COC(=O)c1[nH]c(C)c(/C(O)=C2\C(=O)C(=O)N(CCCN3CCOCC3)C2c2ccccn2)c1C (stereo unspecified)
 : -8% | -2 | -20% | -3
- COc1ccc(CCNC(=O)CSc2nnnn2-c2ccccc2OC)cc1OC
 : 1% | 25 | 4% | 5
- CC(=O)c1cccc(NC(=O)CSc2nnc(-c3cccnc3)o2)c1
 : -4% | 14 | . | 12
- COC(=O)c1ccc(Oc2nc(N3CCCCC3)nc(N3CCOCC3)n2)cc1
 : 2% | ? | 11% | 16
- O=C(CCN1C(=O)c2ccccc2C1=O)N1CCN(C(=O)c2ccccc2)CC1
 : 1% | 26 | -2% | 1
- COc1ccc(OCCNC(=O)CSc2ccc(C(F)(F)F)cc2[N+](=O)[O-])cc1
 : 1% | -22 | . | .
- CCn1c(SCC(=O)N(C(C)C)C(C)C)nnc1-c1cc2ccccc2cc1O
 : -4% | 45 | -10% | -3
- CC(Cc1ccccc1)C(=O)Nc1ccccc1 (stereo unspecified)
 : -5%&2% | -28 | 18% | .
- O=C1C2CCCN2C(c2ccccc2F)N1c1ccc(F)cc1 (stereo unspecified)
 : 25% | ? | 2% | ?
- Cc1cccc(C(=O)NC2CCN(C(=O)N3CCOCC3)CC2)c1
 : -4% | -18 | -3% | 5
- CC(C)CC1C(C#N)=C(N)Oc2n[nH]c(-c3ccccc3)c21 (stereo unspecified)
 : -9% | -100* | . | 5
- CCOC(=O)c1ccccc1NC(=O)c1cc2sccc2n1C
 : -3% | -11 | -1% | -3
- O=C(O)CN1CCNCC1
 : 2% | 14 | 2% | 1

# An excerpt of these results, with bars between the fields.
structure | ALOX12 inhib | PNC assembly inh | 15-hLO-2 inh | IMPase inh
COC(=O)c1[nH]c(C)c(/C(O)=C2\C(=O)C(=O)N(CCCN3CCOCC3)C2c2ccccn2)c1C (stereo unspecified) | -8% | -2 | -20% | -3
O=C(O)CN1CCNCC1 | 2% | 14 | 2% | 1

# The results go on.
# Under each structure – ALOX12 inhib | PNC assembly inh | 15-hLO-2 inh | IMPase inh
- CCNc1nc(NCC)nc(SCCOC(=O)Nc2ccccc2)n1
 : 0% | 288 | . | -1
- Cc1ccc(NC(=O)C2CCCN2S(=O)(=O)c2ccc3c(c2)n(C)c(=O)c(=O)n3C)cc1C (stereo unspecified)
 : -4% | 60 | . | .
- COc1cccc(OCc2nc3ncc(Br)cc3[nH]2)c1
 : 2% | ? | -3% | -28
- Cn1c(SCC(=O)c2cc3ccccc3o2)nnc1-c1ccccc1
 : -15% | -11 | -6% | -9
- COc1ccc(-n2c(=S)[nH]c3cc(C(=O)NCc4ccco4)ccc3c2=O)cc1OC
 : -3% | -22 | -14% | 0
- CNC(=O)COC(=O)c1cc(=O)[nH]c2ccccc12
 : 4% | 35 | -1% | 4
- CSc1ncc(Cl)c(C(=O)C(C#N)c2nc3c(C)cc(C)cc3c(=O)[nH]2)n1 (stereo unspecified)
 : 3% | -95* | . | 8
- COc1ccc(C)cc1NC(=O)C(Sc1nnc(Nc2cc(C)ccc2OC)s1)c1ccccc1 (stereo unspecified)
 : -3% | -8 | . | .
- O=S(=O)(c1ccc(Cl)cc1)c1snnc1-c1ccccc1
 : -1% | 37 | -10% | 3
- Cc1ccc(-c2nc(CS(=O)CC(=O)NCc3ccc(Cl)cc3)c(C)o2)cc1 (stereo unspecified)
 : -7% | -16 | -8% | -2
